Screens from PubChem.
Bim-Bcl-XL: disrupts Bim peptide binding to human Bcl-XL | inhibition, % at 10 µM | Q07817 | AID 1007 | bead flow cytometry, fluorescence | 0.04% of 190,000 active
Target sequence (Q07817 whole entry, looked up): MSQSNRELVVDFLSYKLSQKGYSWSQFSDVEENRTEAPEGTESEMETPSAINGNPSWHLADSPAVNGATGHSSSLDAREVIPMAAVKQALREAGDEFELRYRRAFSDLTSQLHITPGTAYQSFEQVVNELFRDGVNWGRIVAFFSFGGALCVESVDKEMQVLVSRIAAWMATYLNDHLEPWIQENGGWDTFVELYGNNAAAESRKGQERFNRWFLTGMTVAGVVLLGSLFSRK
Bim-Bcl-B: human Bim-Bcl-B interaction inhibition; Q9HD36; bead-based flow cytometry, Bim peptide-Bcl-B binding; inhibition, % at 10 µM; 0.073% of 190,000 active;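 note: 0% = tracer peptide without compound and 100% = reference inhibitor peptide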
Bim-Mcl-1: human Bim-Mcl-1 interaction inhibition | Bead-based flow cytometry, Bim peptide-Mcl-1 binding | 0.1% of 190,000 active | Q07820 | AID 1009 | inhibition, % at 10 µM;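 note: 0% = no compound tracer wells and 100% = peptide blocker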
RGS8-Gao reg: human RGS8-Galphao interaction regulation; P09471; multiplexed bead flow cytometry, RGS8-Galphao binding; actives lie on both sides; response (percent of control binding), % at 10 µM; 0.34% of 220,000 active; in the data active = response below about 60% or above about 140%; inactive = in between;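 note: Galphao activated as the GDP aluminium fluoride complex binding bead-coupled RGS8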
Target sequence (P09471 whole entry, looked up): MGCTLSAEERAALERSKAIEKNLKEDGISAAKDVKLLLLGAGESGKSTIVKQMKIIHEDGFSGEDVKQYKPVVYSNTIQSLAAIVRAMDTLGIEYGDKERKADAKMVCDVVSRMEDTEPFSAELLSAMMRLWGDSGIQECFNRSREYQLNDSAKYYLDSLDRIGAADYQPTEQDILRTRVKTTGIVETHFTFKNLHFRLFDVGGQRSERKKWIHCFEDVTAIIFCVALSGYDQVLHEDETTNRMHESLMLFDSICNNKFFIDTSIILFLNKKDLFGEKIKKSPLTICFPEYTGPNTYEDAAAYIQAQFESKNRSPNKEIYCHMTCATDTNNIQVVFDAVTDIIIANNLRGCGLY
GSH bead fluor: GSH bead compound fluorescence profile; 0.25% of 190,000 active; GSH beads flow cytometry, compound fluorescence 488/530 nm; hits give high values; fluorescence (KMESF) at 10 µM; in the data active = fluorescence above about 89;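 note: glutathione beads carrying GST-tagged Bcl family fusion proteins plus one bare bead set; values are compound well signal with DMSO vehicle wells as background; inactives centre near 16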
RGS7-Gao reg: regulators of human RGS7-Galphao interaction. P09471. Multiplexed bead flow cytometry, RGS7-Galphao binding; actives lie on both sides. binding response (% of control), % at 10 µM. 0.35% of 220,000 active; in the data active = binding response below about 49% or above about 150%; inconclusive = no clear call, values can overlap the other calls; inactive = in between;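 note: fluorescent Galphao held in activated GDP-AlF4 state binding bead-coupled RGS7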
RGS4-Gao reg: human RGS4-Galphao interaction regulation. P09471. Multiplexed bead flow cytometry, RGS4-Galphao binding; actives lie on both sides. binding response (% of control), % at 10 µM. 0.33% of 220,000 active. AID 1415; in the data active = binding response below about 49% or above about 150%; inactive = in between;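 note: fluorescent Galphao activated with aluminum fluoride binding bead-coupled RGS4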
Bim-Bfl-1: disrupts Bim binding to human Bfl-1; Bead-based flow cytometry, Bim-Bfl-1 binding inhibition; Q16548; inhibition, % at 10 µM; 0.12% of 190,000 active;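 note: 0% = wells without compound plus tracer and 100% = blocker peptide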
Mcl1-Bid inh: Mcl-1/Bid interaction inhibition; inhibition, % at 21.7 µM; 0.97% of 220,000 active; TR-FRET Mcl-1/Bid-Dy647 peptide binding, 1536-well; AID 1021;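 active = compounds that cut the binding signal by more than half at the single screening dose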;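 note: His-tagged Mcl-1 with europium anti-His antibody binding Bid BH3 peptide; 0% = Mcl-1 plus peptide wells and 100% = peptide-only wells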
Bim-Bcl-W: disrupts Bim peptide binding to human Bcl-W; Q92843; bead-based flow cytometry; inhibition, % at 10 µM; AID 952; 0.02% of 190,000 active;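 note: 0% = bound tracer without compound and 100% = peptide blocker; higher means less fluorescent Bim peptide bound to Bcl-W beads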
Target sequence (Q92843 whole entry, looked up): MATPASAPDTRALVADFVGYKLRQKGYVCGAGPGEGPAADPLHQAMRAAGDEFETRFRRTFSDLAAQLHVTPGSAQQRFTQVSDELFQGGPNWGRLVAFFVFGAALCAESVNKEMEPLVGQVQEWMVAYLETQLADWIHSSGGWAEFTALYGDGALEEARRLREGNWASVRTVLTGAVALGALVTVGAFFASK
Bcl-2 Bim block: human Bim-Bcl-2 interaction inhibition; Bead-based flow cytometry, Bim peptide-Bcl-2 binding; P10415; 0.06% of 190,000 active; inhibition, % at 10 µM; AID 950; in the data active = inhibition above about 40%; inconclusive = no clear call, values can overlap the other calls;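 note: 0% = no compound wells with probe peptide and 100% = reference peptide inhibitor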
Target sequence (P10415 whole entry, looked up): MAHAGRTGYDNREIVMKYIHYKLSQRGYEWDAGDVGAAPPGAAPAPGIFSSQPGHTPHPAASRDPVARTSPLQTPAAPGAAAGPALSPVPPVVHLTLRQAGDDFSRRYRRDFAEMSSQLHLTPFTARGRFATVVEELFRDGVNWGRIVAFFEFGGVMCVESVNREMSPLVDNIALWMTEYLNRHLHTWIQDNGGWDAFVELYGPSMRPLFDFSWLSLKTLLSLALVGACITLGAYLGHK
An asterisk follows results filed as active; ? = inconclusive. Cut-off read from the data, not from the text of the source, unless noted: active = inhibition above about 40%.

SMILES	Bim-Bcl-XL	Bim-Bcl-B	Bim-Mcl-1	RGS8-Gao reg	GSH bead fluor	RGS7-Gao reg	RGS4-Gao reg	Bim-Bfl-1	Mcl1-Bid inh	Bim-Bcl-W	Bcl-2 Bim block
O=C(Nc1c2c(nn1-c1ccc(F)cc1)CS(=O)C2)c1ccc(S(=O)(=O)N2CCOCC2)cc1 (stereo not drawn)	-1	-1	4	106	25	101	101	-2	-18	0	2
Cc1nnc2sc(-c3ccco3)nn12	-7	-7	0	105	34	103	105	-9	-6	2	-8
CCOc1ccccc1NC(=O)C1CCCN1C(=O)OCc1ccccc1 (stereo not drawn)	7	10	8	125	33	108	108	11	13	9	8
Cc1ccccc1-n1c(=O)c(C#N)cc2c(=O)n3ccccc3nc21	-1	-1	4	103	4	96	99	-10	-21	3	-2
O=C(O)C1(NS(=O)(=O)c2ccc(F)c(Cl)c2)CCCCC1	7	0	-3	91	43	98	97	-3	-13	-1	-1
COCCCNC(=S)N1CCC(C(=O)c2ccc3c(c2)OCCO3)CC1	0	-5	-3	102	8	97	96	-1	-26	2	0
Cc1ccc(C)c(Cn2c(=O)n(CCC(=O)NCc3ccco3)c(=O)c3ccccc32)c1	-4	0	0	99	48	91	91	-4	-22	-3	-2
Cc1cc(C)n(CCNC(=O)CC2C(=O)NCCN2CC2CCCCC2)n1 (stereo not drawn)	-1	-2	-4	105	9	103	103	-6	-23	0	-9
NNC(=O)c1sc(-c2ccccc2)cc1N	-1	-9	0	97	17	?	92	-7	-42	-5	-7
Cc1[nH]nc(SCC(=O)N(C)c2ccccc2)c1[N+](=O)[O-]	-2	0	1	105	10	125	106	3	-31	-2	4
O=C(CSCc1cccc(CSCC(=O)Nc2ccc3ccccc3c2)n1)Nc1ccc2ccccc2c1	0	-9	-1	99	39	101	102	-10	-1	0	-9
Oc1c(C=Nc2ccccc2)sc2ccccc12	-4	-6	-4	103	14	99	99	-5	-17	-2	-4
CCSC1=C(C#N)C(c2ccccc2OC)CC(=O)N1 (stereo not drawn)	-9	-7	-2	98	15	100	100	-8	-12	-5	-6
CCOC(=O)C1=C(C)S/C(=C\N(C)C)C1=O	0	-3	4	100	27	98	97	-5	-102	4	-2
COc1ccc(S(=O)(=O)N2CCOCC2)cc1NC(=O)COC(=O)c1ccc(C)s1	-4	-5	-3	99	14	82	76	-8	-13	-3	-4
Cc1cc(C)n2c(SCC(=O)N(C)C3CCCCC3)nnc2n1	0	0	0	98	19	99	102	-4	-21	0	0
C=CCOC(=O)C(C#N)c1nc2ccccc2nc1N1CCN(Cc2ccccc2)CC1 (stereo not drawn)	-3	-3	-4	114	26	105	106	-6	-24	-3	-2
CSCCC(NC(=O)c1cc([N+](=O)[O-])cc([N+](=O)[O-])c1)c1nc2ccccc2[nH]1 (stereo not drawn)	-6	6	-13	100	13	96	98	-16	-89	-4	-4
CC1(C)CC(CCNS(=O)(=O)c2ccccc2)(c2ccccc2)CCO1 (stereo not drawn)	-2	-3	-4	103	13	100	102	-2	-22	-3	-2
C=CCn1c(O)c(N=Nc2nc3ccccc3c(=O)n2-c2ccccc2)c2ccccc21	-8	-10	-5	71	9	97	95	1	-32	-4	0
CCc1ccc(-n2c(=O)c3c(C)c(C(=O)N(C)C)sc3n(CC(=O)NCc3ccco3)c2=O)cc1	-1	-1	-1	104	15	99	101	-1	-26	0	1
COc1cc(CNCCCCO)ccc1OCc1ccccc1F	-1	0	-1	102	15	111	101	-4	-10	-1	0
CCCCNC(=O)Nc1c(C)cc(SC#N)cc1C	0	-3	1	98	15	94	102	-2	-16	1	0
Cc1cc(C(=O)OCC(=O)Nc2cccc(S(=O)(=O)N(C)C)c2)c2ccccc2n1	0	-1	0	99	13	101	100	-3	4	1	-1
CC1CCN(CCNC(=O)c2ccc(NC(=O)C3CCCO3)cc2)CC1 (stereo not drawn)	2	-2	-2	101	29	97	99	-4	-21	-1	-2
O=C(NN=C1CCN(Cc2ccccc2)CC1)c1cccc(S(=O)(=O)Nc2ccccc2Cl)c1	-5	-8	-6	101	8	99	101	-2	-35	-4	-2
O=C(Nc1c(F)cc(F)cc1Br)c1cc(S(=O)(=O)N2CCN(c3ccccn3)CC2)ccc1F	-1	2	-1	94	11	92	95	2	30	0	0
COCc1cnc(C)nc1N	-4	-2	-2	100	10	102	101	-6	-5	-4	-1
COc1ccc(C2CC(=O)N3CN(c4ccc(C)c(Cl)c4)CSC3=C2C#N)cc1OC (stereo not drawn)	-3	-6	-5	84	27	99	101	0	-18	0	-6
OC1(c2ccccc2)c2ccccc2-c2ncccc21 (stereo not drawn)	-3	-5	0	102	30	?	101	-3	1	0	1
COc1cccc(CN(C)CC(=O)Nc2sc3c(c2C#N)CCC3)c1OC	-5	-5	-5	102	12	98	99	-10	-38	-4	-7
CCN(CC)CCn1cnc2c([nH]c3cccc(OC)c32)c1=O	-1	0	-3	100	16	102	101	0	-7	1	0
COc1cccc(N2CCN(c3ccc(S(=O)(=O)N4CCCC4)cc3)CC2)c1	2	2	2	104	20	106	108	2	-13	0	2
CCOC(=O)/C(C#N)=C\C1=C(N2CCOCC2)CC(C)(C)OC1	-2	-2	-1	98	12	99	98	-4	-32	-1	-3
C=CCOc1ccccc1CNc1cccc(F)c1	-3	-11	-5	100	10	98	96	-1	15	-1	0
Nc1ccc(CCS(N)(=O)=O)cc1	-5	-7	0	105	11	97	98	-13	-33	0	-9

Retrieved by compound from the list above:
SMILES	Bim-Bcl-XL	Bim-Bcl-B	Bim-Mcl-1	RGS8-Gao reg	GSH bead fluor	RGS7-Gao reg	RGS4-Gao reg	Bim-Bfl-1	Mcl1-Bid inh	Bim-Bcl-W	Bcl-2 Bim block
COCc1cnc(C)nc1N	-4	-2	-2	100	10	102	101	-6	-5	-4	-1
O=C(Nc1c(F)cc(F)cc1Br)c1cc(S(=O)(=O)N2CCN(c3ccccn3)CC2)ccc1F	-1	2	-1	94	11	92	95	2	30	0	0

New compounds follow:
SMILES	Bim-Bcl-XL	Bim-Bcl-B	Bim-Mcl-1	RGS8-Gao reg	GSH bead fluor	RGS7-Gao reg	RGS4-Gao reg	Bim-Bfl-1	Mcl1-Bid inh	Bim-Bcl-W	Bcl-2 Bim block
CCOc1ccc(C(=O)Cc2ccc3oc(C(=O)O)cc3c2)c(O)c1	-1	3	0	101	19	102	104	0	2	0	-1
CN(C)S(=O)(=O)c1cc(NC(=O)CN2CCN(c3ccc(O)cc3)CC2)ccc1Cl	-5	-7	-1	104	15	106	106	4	-67	-2	3
CC(=O)c1cccc(CN2CCN(CCc3ccccc3)C(CCO)C2)c1 (stereo not drawn)	-4	-8	-3	99	21	98	96	-3	-51	-5	-2
CC(=O)NC(CC(=O)NC1CCCCCC1)c1ccccc1 (stereo not drawn)	-3	-7	-1	102	10	101	101	-4	-4	-1	-2
O=C(CSCc1ccccc1F)NCc1ccc(F)cc1	-2	-3	2	99	12	101	99	-1	3	2	-1
C#CCOCCOCCOCCNc1nc(N2CCN(C(=O)Cn3cc(CCCN=C(N)N)nn3)CC2)nc(N2CCN(C(=O)[C@H]([C@@H](C)CC)n3cc(CCCN=C(N)N)nn3)CC2)n1	-9	-12	-1	105	19	112	110	-2	45	-7	-4
COc1ccc(NC(=O)c2ccc(NS(=O)(=O)c3c(C)noc3C)cc2)cc1OC	-2	-4	-3	99	38	103	99	-6	17	-2	-5
C/C(=N\Nc1nc(C)cc(-c2ccccc2)n1)c1ccc(C)o1	2	0	1	99	16	99	103	0	-21	-1	-1
COc1ccc(-n2ccnc2SCC(=O)Nc2ccc(OC)cc2OC)cc1	-2	-4	-2	96	22	96	92	-3	-21	-5	-4
COC(=O)c1cccc(NC(=O)CN2CCOCC2)c1	-6	-8	-1	101	31	104	103	-18	-6	0	-8
O=C(/C=C/c1ccco1)Nc1cccnc1	-2	-8	0	93	11	90	89	-4	-22	0	-4
COCCNC(=O)C(c1ccncc1)N(C(=O)Cn1nnc2ccccc21)c1ccc(OC)cc1 (stereo not drawn)	-4	-7	-2	101	8	98	96	-14	-23	1	-12
O=C(COC(=O)[C@@H]1CC(O)CN1S(=O)(=O)c1ccc2c(c1)OCCO2)NCc1ccc(F)cc1 (stereo partly drawn)	0	0	0	101	12	?	95	-2	-20	3	0
O=C(CSc1ncnc2scc(-c3ccccc3)c12)NCc1ccc2c(c1)OCO2	-2	-5	-5	107	7	107	103	0	-9	-1	-1
COc1cccc(/C=C/C(=C2/C(=O)N(c3ccccc3)N=C2C)c2ccccc2)c1OC	-2	3	0	102	13	101	99	1	-26	-1	-1
COc1ccc(-n2ccnc2CN2CCN(C3CCCC3)C(CCO)C2)cc1 (stereo not drawn)	-3	-2	0	125	13	104	106	1	-70	-5	0
S=C(Nc1ccc(Cl)c(Cl)c1)NN1CCOCC1	-7	-6	-4	103	15	105	101	-10	-29	-6	-8
Cc1c(Cl)cccc1Nc1nc(N)nc(CN2CCCCCC2)n1	0	-2	-5	93	59	90	82	-2	-15	-5	-4
CCn1nnc(-c2ccccc2NC(=O)c2ccc(-n3cnnn3)cc2)n1	-12	-5	0	100	61	101	104	-8	-5	0	-6
Cc1onc(-c2ccccc2)c1C(=O)Nc1c(C)n(C)n(-c2ccccc2)c1=O	1	1	1	94	13	89	82	1	-27	1	4
CCOC(=O)c1ccc(NC(=S)N2CCN(Cc3ccccc3)CC2)cc1	-14	-16	-6	106	15	105	107	-12	-27	-11	-8
Cc1ccc(N2CCN(C(=O)c3ccccc3NC(=O)/C=C\C(=O)O)CC2)cc1	2	-1	-2	99	9	99	100	0	-52	0	1
CCOC(=O)COc1ccc(CCNC(C)=O)cc1	-8	-9	-3	103	25	106	108	-18	-5	-1	-10
O=C(N/N=C/c1ccccn1)C1CC1	5	-12	-22	108	63	108	110	-3	-17	-1	-11
COCCNC(=O)c1ccc(-n2c(SCc3ccncc3)nc3ccccc3c2=O)cc1	-5	-2	-3	104	15	97	98	-8	-17	0	-6
O=C(CCc1ccccc1)NCCSc1ccccc1	-4	0	-1	101	11	104	103	-3	-2	-4	-4
Cc1cc2ccccn2c1C(=O)c1ccc([N+](=O)[O-])o1	0	-5	0	107	12	106	106	-10	-26	0	-4
O=C(N/N=C/c1ccncc1)c1cccc(NC(=O)c2ccccc2Cl)c1	43*	21	42*	122	5	97	94	34	-13	29	32
COC(=O)c1cccc(NC(=O)C2C3CCC(C3)C2C(=O)O)c1 (stereo not drawn)	0	4	1	94	14	97	96	1	-15	0	-2
Cc1ccc(S(=O)(=O)N2CCCC(C(=O)NCCC(C)C)C2)cc1 (stereo not drawn)	-1	-2	-3	101	11	104	99	-7	-28	-1	-1
OCc1cn(-c2ccccc2)nc1-c1cc2ccccc2o1	1	3	-4	104	29	?	105	5	-2	0	2
O=C(CSc1ccc(Cl)cc1)Nc1ccc(-c2nc3ccccc3[nH]2)cc1	-11	-17	-13	101	15	101	101	-3	-5	-6	0
O=C1c2ccccc2C(=O)N1CCCc1nc(-c2ccccc2)no1	0	0	-2	103	16	101	100	-1	-4	-2	-5
